From PubChem BioAssay
T cell HTS = modulates CD8 T cell binding to vesicles. calls only at 7 µM. 2C CD8+ T cell-vesicle binding, flow cytometry; hits give low values. AID 2052. 330,000 compounds, 0.068% hits;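 active = response, share of CD8 T cells binding vesicles, and their 90th percentile fluorescence all below set limits, cut at about 80% in these data, passing the limit was not always enough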
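Read-out – percent CD8+ FL2 mean versus row control · System – murine 2C transgenic CD8+ T lymphocytes · Times – 1.5 h cell–vesicle binding at 37 °C, then 20 min icy labelling · Control set – naked vesicles low, QL9 vesicles with vehicle high · Detection – cytometric PE anti-B7-1 and Alexa647 anti-CD8 signals after 1% paraformaldehyde fixation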
GPR55 antagonists = inhibition of LPI-stimulated GPR55 beta-arrestin translocation – imaging, U2OS, beta-arrestin-GFP, LPI agonist, primary screen (AID 2013). U2OS GPR55 beta-arrestin-GFP translocation imaging, LPI antagonism; higher % means a stronger effect. inhibition, % at 10 µM, or IC50 in µM where a hit was titrated. 290,000 compounds, 0.13% hits;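 active = spots per cell inhibited over 60%, with over 100 cells counted and total cytoplasm intensity under 500,000; inconclusive = wells with under 100 cells, flagged as likely toxic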;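 note: U2OS cells stably carrying GPR55 and arrestin-GFP stimulated by 5 µM LPI near EC80; imaged beta-arrestin-GFP aggregate spots per cell after agonist stimulation; plate controls were LPI-stimulated DMSO wells for no effect and DMSO wells without LPI for full effect; some results filed as inactive read as strong as hits; confirmed hits need IC50 under 10 µM and bright autofluorescent wells are also inconclusive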
Rac1 GTP hydrolysis = MgcRacGAP GTPase-activating activity inhibitors, confirmation, biochemical, ADP Hunter fluorescence; MgcRacGAP-stimulated Rac1 GTP hydrolysis, ADP Hunter fluorescence; higher % means a stronger effect; GST-tagged Rac1 F28L mutant substrate; inhibition, % at 30 µM, or IC50 in µM where a hit was titrated; 340,000 compounds, 0.6% hits;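 active = first-screen hits whose inhibition reached a set limit at any dose in the follow-up dose series; inconclusive = inhibition above the set first-screen limit but never retested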;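 note: fluorescence reports GDP produced by GAP-driven GTP hydrolysis; strong numbers were not always called active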
Large T inhibition = TAg ATPase/helicase activity blockers – biochemical (AID 1903) | inhibition, % at 20 µM; hits with a dose series show IC50 in µM | 310,000 compounds, 0.39% hits | SV40 large T antigen ATPase/helicase inhibition assay; higher % means a stronger effect; in the data active = a potency from the dose series; inconclusive = inhibition mostly from about 32% at the one dose, without a potency; inactive = the rest, 99 in 100 with inhibition below about 32%; note: strong numbers were not always called active
Lipid droplet = modulators of hepatic lipid droplet formation | AML12 mouse hepatocytes, oleate lipid droplets, BODIPY imaging | inhibition, % at 6.5 µM | 240,000 compounds, 0.4% hits;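 active = lipid droplet intensity inhibited by at least 50%, with more than 500 cells counted; inconclusive = wells with under 300 cells, treated as cytotoxic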
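material = mouse AML12 hepatocyte cell line, fixed after treatment | also added = 100 µM oleic acid challenge | doses = compound at 6.5 µM only | schedule = overnight exposure | technique = Image-based BODIPY and DAPI two-channel analysis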
GPR55 activation = selective activators of receptor GPR55 – imaging, U2OS cells, beta-arrestin-GFP redistribution, primary screen (AID 1961) | activation, % at 10 µM; hits with a dose series show EC50 in µM | U2OS GPR55 beta-arrestin-GFP redistribution imaging; higher % means a stronger effect | 290,000 compounds, 0.048% hits;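 active = activation above 40% with more than 50 cells counted in the well; inconclusive = wells holding fewer than 50 cells, flagged as toxic or sparse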;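 note: U2OS osteosarcoma cells stably expressing GPR55 and beta-arrestin-GFP; plate controls were DMSO negative control for no effect and LPI positive control for full effect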
LYP inhibition = PTPN22 lymphoid phosphatase activity blockers – biochemical, fluorescence intensity, uHTS (AID 1779); inhibition, % at 11.5 µM; hits with a dose series show IC50 in µM; 290,000 compounds, 0.054% hits; recombinant LYP phosphatase, fluorescence intensity; higher % means a stronger effect; in the data active = inhibition above about 50%;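 note: plate controls were vehicle with enzyme for no effect and no enzyme for full effect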
GPR35 antagonists = GPR35 antagonists blocking zaprinast-driven arrestin recruitment, primary screen, imaging, U2OS, beta-arrestin-GFP, zaprinast agonist (AID 2058) | U2OS GPR35 beta-arrestin-GFP translocation imaging, zaprinast antagonism; higher % means a stronger effect | one-dose inhibition, % at 10 µM; IC50 in µM for titrated hits | 290,000 compounds, 0.052% hits;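 active = inhibition of at least 50% with at least 30 cells and total cytoplasm GFP at most 10,000,000; inconclusive = under 30 cells or total GFP of 10,000,000 plus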
NTR1 ag = agonists of NTR1, primary screen, imaging, U2OS cells, beta-arrestin-GFP, high content (AID 493036); 330,000 compounds, 0.17% hits; activation, % at 20 µM; P30989; NTR1-U2OS beta-arrestin-GFP spot imaging, agonist mode;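 active = activation at or above 40% of the spot to cytoplasm intensity ratio, with at least 20 cells analyzed; inconclusive = wells under 20 cells, flagged as cytotoxic or low count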;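 note: 0% = DMSO without peptide and 100% = 100 nM NTR1 peptide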
Target sequence (P30989 whole entry, looked up): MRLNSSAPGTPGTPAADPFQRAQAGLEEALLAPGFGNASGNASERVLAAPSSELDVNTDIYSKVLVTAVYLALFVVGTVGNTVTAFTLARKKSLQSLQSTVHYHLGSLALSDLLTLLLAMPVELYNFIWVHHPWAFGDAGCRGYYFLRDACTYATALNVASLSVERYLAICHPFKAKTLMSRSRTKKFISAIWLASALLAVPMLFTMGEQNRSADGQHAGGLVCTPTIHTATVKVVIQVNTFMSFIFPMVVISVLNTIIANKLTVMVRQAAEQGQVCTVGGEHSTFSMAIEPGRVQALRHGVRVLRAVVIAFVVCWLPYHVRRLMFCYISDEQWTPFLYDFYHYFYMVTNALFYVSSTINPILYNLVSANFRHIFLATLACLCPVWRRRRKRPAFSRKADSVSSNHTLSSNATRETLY
Lipid droplet cells 6.5 µM = also measured in Lipid droplet; calls as there; cell count; measured here: cell count, cytotoxicity flag;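 cells counted across two imaged fields per well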
T cell HTS vesicle-bound % = second read-out of T cell HTS, no call of its own (marks repeat the call); double positive events, %; measured here: CD8+ vesicle-bound cell fraction;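 binding gate set so that unloaded-vesicle control wells show 10% double positive cells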
NTR1 ag cell count 20 µM = further read-out of NTR1 ag, marked with its call; cell count; measured here: cell count, cytotoxicity flag
Numbers without * were called inactive; i = inactive; ? = inconclusive; / = no result given. Not a hit list. About 1.8% of those tested had a hit in this group.

SMILES	T cell HTS	T cell HTS vesicle-bound %	GPR55 antagonists	Rac1 GTP hydrolysis	Large T inhibition	Lipid droplet	Lipid droplet cells 6.5 µM	GPR55 activation	LYP inhibition	GPR35 antagonists	NTR1 ag	NTR1 ag cell count 20 µM
O=C(Nc1ccc(OCc2ccccc2)cc1)Nc1cccnc1	i	41	10%	/	5%	/	/	0.3%	-4%	-7%	2.3	92
O=C(NC1CCCCC1)C(c1ccccc1)N1CCOCC1 (centres undefined)	i	64	11%	1%	7%	/	/	0.0%	-9%	4%	7.2	54
Cc1cc2nc(N)sc2cc1[N+](=O)[O-]	i	16	-18%	4%	4%	/	/	0.3%	-2%	-2%	-1.4	31
Cc1ccc(S(=O)(=O)N(C)S(=O)(=O)c2ccc(C)cc2)cc1	i	42	/	4%	6%	/	/	/	/	/	-1.7	87
COc1ccc(-c2cn[nH]c2C)cc1OC	i	34	-12%	-2%	6%	-3	655	-0.1%	-12%	1%	2.0	53
CCNC(=S)NS(=O)(=O)c1ccc(F)cc1	i	61	7%	8%	6%	0	687	0.2%	5%	5%	0.6	40
COc1ccccc1-c1cc2ccccc2[nH]1	i	19	-4%	6%	15%	-24	712	-0.3%	5%	-6%	-1.5	96
COc1ccc(OC)c(CCNC(=O)CC2Oc3ccccc3NC2=O)c1 (centres undefined)	i	41	11%	5%	13%	/	/	0.7%	-2%	-7%	-3.0	58
COc1ccc(OC)c2c(C)cc(C)nc12	i	24	-9%	5%	15%	2	791	0.5%	-5%	2%	1.0	65
CCc1[nH]nc2c1C1(C(=O)N(Cc3ccccc3)c3ccccc31)C(C#N)=C(N)O2 (centres undefined)	i	9	-5%	1%	13%	-34	689	-0.2%	-4%	0%	2.7	45
Cc1cc(C)c(N=Cc2c(O)c3ccccc3oc2=O)c(C)c1	i	17	-4%	12%	8%	8	783	0.3%	-10%	-7%	3.8	72
C/C=C/c1ccc(OCCCCN2CCN(CC)CC2)c(OC)c1	i	32	8%	82µM*	8%	-9	680	0.3%	-3%	13%	0.0	53
O=C(COC(=O)C(c1ccccc1)c1ccccc1)NCc1ccco1	i	64	-5%	4%	30%	-15	712	0.0%	-5%	15%	-1.2	65
Cc1nc(NC(=O)CN2CCOCC2)sc1-c1ccccc1	i	27	5%	3%	25%	/	/	-0.2%	6%	-8%	-1.2	24
COc1ccc(NC(=S)NCCc2ccccc2OC)c(OC)c1	i	27	6%	7%	-2%	-14	803	0.2%	-5%	7%	-0.5	64
O=C1[C@H]2[C@H](C=CC[C@H]2C(=O)N2CCOCC2)CCN1Cc1ccccc1	i	41	/	2%	-13%	/	/	/	/	/	2.6	92
CCOc1ccc(NS(=O)(=O)c2ccc(C(=O)NCC(c3ccc(OC)cc3)N3CCOCC3)cc2)cc1 (centres undefined)	i	50	/	4%	6%	/	/	/	/	/	-0.4	56
NS(=O)(=O)c1ccc(CNC(=O)c2cc(-c3ccccn3)nc3ccc(Cl)cc23)cc1	i	44	12%	9%	9%	-6	559	0.3%	-6%	-5%	0.2	78
CC(C)(C)C(=O)OCc1nc(-c2ccc(O)c(O)c2)cs1	i	22	-2%	/	?	-27	690	0.3%	2%	-10%	2.1	45
O=C(c1cc(COc2ccc(F)c(F)c2)on1)N1CCN(C/C=C/c2ccccc2)CC1	/	/	-7%	-6%	/	-29	679	-0.2%	-8%	-17%	2.7	51
CCOC(=O)CSc1nc(Cc2ccccc2)nc2ccccc12	i	54	-5%	7%	3%	-3	703	-0.1%	-1%	-2%	3.0	34
O=C(Nc1cccc(C(F)(F)F)c1)/C(=C\c1ccco1)NC(=O)c1cccs1	i	15	10%	6%	5%	2	629	0.2%	-1%	2%	4.0	58
COc1ccccc1NS(=O)(=O)c1cccc(C(=O)N/N=C/c2cn(-c3ccccc3)nc2-c2ccccc2)c1	i	50	-3%	5%	23%	17	648	0.1%	-3%	16%	0.8	63
O=C(NCCN1CCOCC1)C1CCN(S(=O)(=O)N2CCCCC2)CC1	i	26	1%	5%	3%	/	/	-0.1%	-5%	18%	-0.3	57
COCCNC(=O)/C(C#N)=C/c1ccc(OCc2ccccc2)cc1	i	44	10%	8%	4%	9	652	0.6%	-7%	8%	0.9	54
Cc1ccc(OCC(=O)Nc2ccccc2F)cc1C	i	36	7%	6%	6%	9	761	-0.1%	-8%	9%	0.0	63
CN(c1ccccc1)S(=O)(=O)c1ccc(NC(=S)Nc2ccccc2)cc1	i	52	-2%	1%	-9%	/	/	0.9%	-10%	7%	-0.2	57
COc1cc(O)c(/C=N/NC(=O)c2ccncc2)c(OC)c1[N+](=O)[O-]	i	20	5%	4%	9%	0	683	-0.3%	-1%	-14%	0.3	49
CC1CCN(c2cc(=O)n(C3CCCCC3)c(=O)[nH]2)CC1	i	30	4%	5%	3%	-7	603	-0.3%	-1%	-8%	-0.3	59
CCn1c(=O)c2c(nc(SCC(=O)Nc3ccccc3)n2C)n(C)c1=O	i	19	6%	6%	5%	9	715	0.2%	-6%	6%	-0.5	60

Filtered by structure: those above with two or more sulfur atoms
SMILES	T cell HTS	T cell HTS vesicle-bound %	GPR55 antagonists	Rac1 GTP hydrolysis	Large T inhibition	Lipid droplet	Lipid droplet cells 6.5 µM	GPR55 activation	LYP inhibition	GPR35 antagonists	NTR1 ag	NTR1 ag cell count 20 µM
Cc1ccc(S(=O)(=O)N(C)S(=O)(=O)c2ccc(C)cc2)cc1	i	42	/	4%	6%	/	/	/	/	/	-1.7	87
CCNC(=S)NS(=O)(=O)c1ccc(F)cc1	i	61	7%	8%	6%	0	687	0.2%	5%	5%	0.6	40
CN(c1ccccc1)S(=O)(=O)c1ccc(NC(=S)Nc2ccccc2)cc1	i	52	-2%	1%	-9%	/	/	0.9%	-10%	7%	-0.2	57

(next part)
SMILES	T cell HTS	T cell HTS vesicle-bound %	GPR55 antagonists	Rac1 GTP hydrolysis	Large T inhibition	Lipid droplet	Lipid droplet cells 6.5 µM	GPR55 activation	LYP inhibition	GPR35 antagonists	NTR1 ag	NTR1 ag cell count 20 µM
NC(=O)C1CCN(C(=O)COc2ccc3ccccc3c2)CC1	i	49	-12%	12%	8%	-30	695	-0.4%	-9%	3%	0.4	45
O=c1c2ccccc2nc2c3ccccc3ncn12	i	41	6%	5%	/	/	/	-0.2%	-5%	-14%	1.0	40
CC(C)(C)NCC(O)CON=C1c2ccccc2-c2ccccc21 (centres undefined)	i	9	-8%	11%	-10%	3	677	-0.2%	-5%	5%	0.1	39
COc1cc(C=O)ccc1OCC(=O)Nc1ccccc1N1CCOCC1	i	67	2%	5%	18%	-15	666	0.2%	-8%	6%	0.7	43
Cc1ccc(CNC(=O)Cn2nnc(C(=O)Nc3cccc(C)c3C)c2N)cc1	i	27	8%	5%	9%	2	743	-0.2%	-9%	-19%	0.3	58
Fc1ccc(-c2cc3nc(-c4ccccc4)cc(N4CCOCC4)n3n2)cc1	i	9	3%	-2%	0%	-3	772	-0.1%	-1%	-5%	12	40
N#Cc1ccsc1NC(=O)COC(=O)c1cc(Br)ccc1O	i	41	-6%	9%	19%	2	723	-0.6%	-4%	2%	4.3	58
COc1ccc(Cl)c(Cn2c(NCCCO)nc3c2c(=O)n(C)c(=O)n3C)c1	i	22	-4%	14%	0%	/	/	-0.1%	-4%	10%	-1.1	45
CCOC(=O)c1ccc(NS(=O)(=O)c2ccc3oc(=O)[nH]c3c2)cc1	i	38	5%	4%	14%	-4	795	0.1%	-11%	-5%	-0.7	58
Cc1[nH]n(-c2ccc([N+](=O)[O-])cc2)c(=O)c1C=NCCN1CCN(C(=O)c2cccc(F)c2)CC1	i	20	0%	3%	16%	-1	741	0.0%	0%	-12%	-1.0	80
CCc1ccc2nc(-c3cccc(C)c3)nc(SCC(=O)NCC3CCCO3)c2c1 (centres undefined)	i	23	6%	1%	7%	/	/	-0.1%	1%	0%	-1.9	56
C#CCOCCOCCOCCNc1nc(N2CCN(C(=O)Cn3cc(CC(C)O)nn3)CC2)nc(N2CCN(C(=O)[C@H](CCCCN)n3cc(CCC(=O)O)nn3)CC2)n1 (some centres undefined)	i	18	5%	4%	6%	-21	731	0.2%	7%	9%	-1.0	83
CCOC(=O)c1[nH]c(C)c(C(=O)NC2CCCCCC2)c1C	i	50	-3%	-1%	1%	20	740	0.0%	-2%	13%	-1.1	34
Cc1ccc(N(CC(=O)Nc2ccc(S(=O)(=O)N3CCOCC3)cc2)S(C)(=O)=O)cc1C	i	30	-6%	11%	10%	/	/	-0.3%	3%	-1%	-0.2	64

Structural class, the entries above with an aryl thioether with sulfur outside any ring
SMILES	T cell HTS	T cell HTS vesicle-bound %	GPR55 antagonists	Rac1 GTP hydrolysis	Large T inhibition	Lipid droplet	Lipid droplet cells 6.5 µM	GPR55 activation	LYP inhibition	GPR35 antagonists	NTR1 ag	NTR1 ag cell count 20 µM
CCOC(=O)CSc1nc(Cc2ccccc2)nc2ccccc12	i	54	-5%	7%	3%	-3	703	-0.1%	-1%	-2%	3.0	34
CCn1c(=O)c2c(nc(SCC(=O)Nc3ccccc3)n2C)n(C)c1=O	i	19	6%	6%	5%	9	715	0.2%	-6%	6%	-0.5	60
CCc1ccc2nc(-c3cccc(C)c3)nc(SCC(=O)NCC3CCCO3)c2c1 (centres undefined)	i	23	6%	1%	7%	/	/	-0.1%	1%	0%	-1.9	56
